Source: PubChem BioAssay
GRP78 ERSR act = ER stress response induction in glioma | Potency, µM, without a hit: at the highest dose activation, usual class: activators | U87-MG GRP78 promoter luciferase reporter, 16 h | 0.02% of 420,000 active; further: potency means the concentration at half of the fitted maximal effect; series mostly up to about 76 µM; % of control where 0% means no effect; nearly all actives have a fitted effect of over 35% in size
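Stably transfected U87-MG human glioma cells carrying a GRP78-based luminescent sensor were seeded at 1000 cells/well, pin-dosed with compounds and incubated 16 h. Luciferase reagent was then added, and end-point luminescence was read after 10 min at room temperature.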
Vif-A3G inh = Vif-A3G binding inhibition. Potency, µM (top dose mostly 46.1 µM), for inactives: at the highest dose activity, negative = active, usual class: inhibitors. 0.076% of 410,000 active. AID 602310. HeLa A3G-eYFP + Vif (tagged APOBEC3G with the HIV-1 protein that degrades it), YFP fluorescence, overnight;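 further: potency means the concentration at half of the fitted maximal effect; on the % scale 0 is the no-effect control and ±100 the full control effect; nearly all actives have a fitted effect of over 60% in size; hits raise eYFP signal because A3G escapes Vif-driven loss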
Target sequence (Q9HC16 whole entry, looked up): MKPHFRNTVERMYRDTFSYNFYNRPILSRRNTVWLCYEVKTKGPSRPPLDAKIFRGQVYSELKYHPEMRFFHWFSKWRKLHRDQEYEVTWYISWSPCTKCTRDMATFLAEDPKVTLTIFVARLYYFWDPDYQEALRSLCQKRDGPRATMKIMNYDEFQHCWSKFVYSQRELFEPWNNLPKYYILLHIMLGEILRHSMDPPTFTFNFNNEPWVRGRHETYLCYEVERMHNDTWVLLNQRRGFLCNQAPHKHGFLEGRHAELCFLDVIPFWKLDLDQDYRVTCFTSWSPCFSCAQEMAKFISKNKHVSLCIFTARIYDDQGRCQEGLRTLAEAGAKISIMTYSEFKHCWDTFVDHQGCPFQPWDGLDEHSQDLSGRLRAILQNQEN
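Read-out is eYFP fluorescence (Ex 488/Em 500-530) from Vif-expressing HeLa A3G-eYFP cells; more signal means A3G escaped Vif-mediated degradation. Cells plated overnight, compound pinned in, incubated overnight at 37 deg C.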
IDH1 R132H inh = human IDH1 R132H inhibition; O75874; IDH1-R132H enzyme, NADPH consumption, diaphorase/resazurin fluorescence; Potency, µM (titrated, usually from 76.6 µM), without a hit: top-dose activity change, negative = inhibition, usual class: inhibitors; 0.093% of 390,000 active; AID 602179; further: potency means the concentration at half of the fitted maximal effect; on the % scale 0 is the no-effect control and ±100 the full control effect; nearly all actives have a fitted effect of over 65% in size
Target sequence (O75874 whole entry R132H, stated change not applied): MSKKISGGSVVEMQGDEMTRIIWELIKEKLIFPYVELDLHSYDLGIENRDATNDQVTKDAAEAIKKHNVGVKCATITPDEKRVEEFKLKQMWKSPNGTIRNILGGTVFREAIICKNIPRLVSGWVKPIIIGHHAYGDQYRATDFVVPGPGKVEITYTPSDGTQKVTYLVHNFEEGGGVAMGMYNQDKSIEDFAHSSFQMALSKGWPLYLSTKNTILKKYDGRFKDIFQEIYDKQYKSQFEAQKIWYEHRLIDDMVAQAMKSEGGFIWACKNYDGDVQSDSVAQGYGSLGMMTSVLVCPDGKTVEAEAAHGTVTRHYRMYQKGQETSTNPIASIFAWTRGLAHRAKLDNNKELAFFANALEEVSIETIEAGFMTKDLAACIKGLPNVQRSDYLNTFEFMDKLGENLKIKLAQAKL
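IDH1-R132H (0.5 ug/mL) preincubated 30 min with compound, then NADPH (0.016 mM) and alpha-KG (2 mM) added; 80 min at RT, pH 7.5. Remaining NADPH coupled via diaphorase/resazurin to fluorescence (540/590 nm); concentration-response curves normalized to no-enzyme control.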
USP1 inh = USP1/UAF1 (human) deubiquitinase inhibition | O94782 | recombinant USP1/UAF1, Ub-Rhodamine cleavage fluorescence | Potency, µM (top dose mostly 57.1 µM), for inactives: top-dose activity change, negative = inhibition, hits mostly inhibitors | 0.23% of 390,000 active | AID 743255; further: potency means the concentration at half of the fitted maximal effect; on the % scale 0 is the no-effect control and ±100 the full control effect; nearly all actives have a fitted effect of over 60% in size; inactives centre near -12
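In this screen, compounds sit with the deubiquitinase complex (1nM) for 15 min at room temperature before Ub-Rho is added at 150nM final. Fluorescence rise is then followed for 6 reads every 60 seconds.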
rTrxR1 inhibitor = rat TrxR1 inhibition; O89049; Potency, µM (doses to about 114 µM), for the others: at the highest dose activity change, negative = inhibition, hits mostly inhibitors; 1% of 390,000 active; recombinant rTrxR1, NADPH fluorescence consumption, selenite substrate; further: potency means the concentration at half of the fitted maximal effect; on the % scale 0 is the no-effect control and ±100 the full control effect; nearly all actives have a fitted effect of over 65% in size
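Rat TrxR1 (90 nM in the dispensed reagent) was pre-reduced with 400 uM NADPH for 5 min at room temperature, then incubated with compound for 15 min. After 400 uM selenite was added, NADPH fluorescence (Ex 340/Em 450 nm) was followed for 8 min.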
Vif-A3F inh = Vif-A3F binding inhibition; Potency, µM (highest dose often 46.1 µM), inactives show at the top dose activity, negative = active; 0.2% of 390,000 active; HeLa A3F-eYFP + Vif (tagged APOBEC3F with the HIV-1 protein that degrades it), YFP fluorescence increase; further: potency means the concentration at half of the fitted maximal effect; % of control where 0% means no effect; nearly all actives have a fitted effect of over 65% in size
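HeLa cells stably expressing Vif plus C-terminally eYFP-tagged A3F were seeded, incubated overnight at 37 deg C, dosed with compound, incubated overnight again at 37 deg C. Yellow fluorescence (Ex 488/Em 500-530) reported blocked Vif-mediated A3F-eYFP degradation.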
LDHA inh = LDHA (human) enzyme inhibition; P00338; purified LDHA, NADH/diaphorase-resazurin fluorescence; active compounds read low; activity change, % (values are at about 110 or 230 µM); 0.15% of 480,000 active; AID 1347041; in the data active means activity change below about -30%; inconclusive means mostly about -25% to -30%;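 further: plate controls were DMSO wells for no effect and wells without enzyme for full effect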
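Enzyme activity of human lactate dehydrogenase 5 (2 nM; 0.06 mM NADH, 0.2 mM pyruvate, 5 min, RT) is measured via a resazurin/diaphorase fluorescence readout of residual NADH.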
RGS4 inh = human RGS4 inhibition | P49798 | Potency, µM (titrated, usually from 114 µM), without a hit: at the highest dose activity change, negative = inhibition, hits mostly inhibitors | Transcreener GDP fluorescence polarization, RGS4-accelerated GTP hydrolysis | AID 504845 | 0.039% of 390,000 active; further: potency means the concentration at half of the fitted maximal effect; on the % scale 0 is the no-effect control and ±100 the full control effect; nearly all actives have a fitted effect of over 75% in size; some results filed as inactive show a strong effect at the top dose
Target sequence (P49798 whole entry, looked up): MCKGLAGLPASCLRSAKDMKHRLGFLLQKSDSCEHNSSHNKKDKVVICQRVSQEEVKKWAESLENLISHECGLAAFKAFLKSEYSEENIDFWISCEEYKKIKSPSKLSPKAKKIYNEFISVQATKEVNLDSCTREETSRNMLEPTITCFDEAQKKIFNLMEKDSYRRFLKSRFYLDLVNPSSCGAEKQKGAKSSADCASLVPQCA
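MLSMR compounds (23 nl, pin-transferred) preincubated 10 min at room temperature with a 500nM (2x) first reagent, then RGS4 at 900nM (2x) plus Transcreener GDP mix added; fluorescence polarization (620/688 nm) read before and after 90 min at 30 °C.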
TrxR1 substrate = substrates of rat thioredoxin reductase 1. purified TrxR1 substrate turnover, NADPH consumption readout. O89049. Potency, µM (highest dose often 114 µM), inactives show at the top dose activity change, negative = substrate turnover. AID 588456. 0.01% of 390,000 active; further: potency means the concentration at half of the fitted maximal effect; on the % scale 0 is the no-effect control and ±100 the full control effect; nearly all actives have a fitted effect of over 50% in size
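Rat TrxR1, dispensed at 90 nM, was prereduced with 400 uM NADPH (final) for 5 min at ~22 deg C, then incubated with compound 15 min before 400 uM selenite. A first-read NADPH fluorescence drop versus no-compound background flagged substrates.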
Starred values were filed as active, the others as inactive; ? = inconclusive; . = not tested or not shown; & = joins results of further samples; [ ] = another dose, or the depositor's remark. Unless noted, the call rests on the fitted dose curve; in most records, active means well fitted curve in the direction sought with a large enough effect; inconclusive means small, poorly fitted or top-dose-only effect, or another doubt; inactive means no such curve, though single readings can be large; an effect the other way counts as inactive or inconclusive.

SMILES	GRP78 ERSR act	Vif-A3G inh	IDH1 R132H inh	USP1 inh	rTrxR1 inhibitor	Vif-A3F inh	LDHA inh	RGS4 inh	TrxR1 substrate
CN(Cc1ccccc1)C(=O)CSc1nc2ccccc2c(=O)n1Cc1ccco1	-2%	-5%	-1%	-20%	-3%	0%	0	-16%	5%
CCC(=O)N(C)C[C@@H]1Oc2ncc(Br)cc2C(=O)N([C@H](C)CO)C[C@H]1C	-5%	-2%	-8%	2%	.	-11%	-7	.	.
O=[N+]([O-])c1cc(C(F)(F)F)ccc1N1CCCC(O)C1 (stereo not drawn)	0%	0%	25%	?	18%[57.1 µM]	6%	-11	-13%	6%[57.1 µM]
COc1ccccc1-n1c(C)nnc1SCC(N)=O	-1%	-1%	3%	-9%	-8%[57.1 µM]	-1%	-10	-8%	0%[57.1 µM]
CCOCCCNC(=O)C(NC(=O)CNC(=O)c1ccccc1)c1ccccc1 (stereo not drawn)	-8%	2%	-7%	-3%	1%	1%	-3	13%	-1%
COc1ccc(NS(=O)(=O)c2cccs2)cn1	-4%	2%	4%	-13%	-19%[57.1 µM]	-1%	0	-9%	1%[57.1 µM]
CC(=Nc1ccc(C)c(C)c1)C1=C(O)CSC1=O	1%	-4%	3%	-15%	-51%	-3%	2	-15%	9%[57.1 µM]
CC(=O)Nc1c(O)nc(SCC(=O)Nc2ccc(C(C)=O)cc2)[nH]c1=O	5%	-1%	9%	-10%	12%	3%	-13	21%	9%
O=C(CCc1nc2ccccc2c(=O)[nH]1)NNC(=O)COc1ccc(Br)cc1	-4%	-1%	8%	-17%	-1%	8%	1	-23%	0%
Cc1cc(-c2nn(-c3ccccc3)cc2/C=C2\SC(N)=NC2=O)ccc1OC(C)C	0%	0%	5%	-20%	7%	2%	-5	-11%	3%
Cn1ccnc1SCC(=O)c1cc2ccccc2o1	2%	0%	1%	6%	?	-16%	7	-31%	-15%
COc1ccc(N(CC(=O)N2CCOCC2)S(C)(=O)=O)cc1Cl	-1%	1%	3%	-13%	9%[57.1 µM]	-4%	0	-7%	6%[57.1 µM]
O=C(Nc1ccccc1)c1ccc(-c2ccc(F)cc2)s1	4%	3%	-2%	-21%	7%[57.1 µM]	-11%	-8	-7%	15%[57.1 µM]
O=C(O)c1ccc(-c2noc(-c3ccccc3Cl)n2)cc1	-10%	-1%	.	.	29%	1%	0	-5%	6%
COc1ccc(N2CCN(C(=O)CCNS(=O)(=O)c3cc(Br)cnc3N)CC2)cc1	3%	-4%	-3%	-24%	-3%	-7%	5	-1%	-2%

Part of the list above, bar-delimited.
mol | GRP78 ERSR act | Vif-A3G inh | IDH1 R132H inh | USP1 inh | rTrxR1 inhibitor | Vif-A3F inh | LDHA inh | RGS4 inh | TrxR1 substrate
COc1ccc(N2CCN(C(=O)CCNS(=O)(=O)c3cc(Br)cnc3N)CC2)cc1 | 3% | -4% | -3% | -24% | -3% | -7% | 5 | -1% | -2%
CCC(=O)N(C)C[C@@H]1Oc2ncc(Br)cc2C(=O)N([C@H](C)CO)C[C@H]1C | -5% | -2% | -8% | 2% | . | -11% | -7 | . | .

The listing continues.
SMILES	GRP78 ERSR act	Vif-A3G inh	IDH1 R132H inh	USP1 inh	rTrxR1 inhibitor	Vif-A3F inh	LDHA inh	RGS4 inh	TrxR1 substrate
c1ccc(Nc2nc(NCCN3CCOCC3)nc(Nc3ccccc3)n2)cc1	-1%	-12%	6%	-13%	3%[57.1 µM]	-18%	0	-48%	-7%[57.1 µM]
Cc1cccc(Nc2nnc(SCC(=O)Nc3cccnc3Cl)s2)c1	4%	-2%	5%	-10%	-10%	5%	2	-8%	-9%
CC(Oc1ccc(Cl)cc1)C(=O)N1CCN(C(=O)c2ccco2)CC1 (stereo not drawn)	-4%	0%	0%	-6%	15%	5%	-5	-11%	11%
COc1ccc(S(=O)(=O)NCC(c2ccco2)N2CCOCC2)cc1OC (stereo not drawn)	-2%	2%	12%	3%	20%[57.1 µM]	-6%	-8	18%	-1%[57.1 µM]
CCN(CC)c1ccc(/C=c2\sc3nnc(-c4ccccc4Cl)n3c2=O)cc1	-6%	2%	5%	54%[activator]	-57%[57.1 µM]	2%	-4	-22%	-2%
O=S(=O)(/N=C(/Nc1ccccn1)c1ccccc1)c1ccc(Cl)cc1	-3%	1%	8%	-10%	13%	-2%	4	13%	10%
O=C(Nc1ccc(F)cc1)C(c1ccccc1)N1CCN(CC(=O)N2CCOCC2)CC1 (stereo not drawn)	2%	7%	-5%	1%	3%	-3%	-2	13%	0%
O=C(c1cc(-c2ccc(Cl)c(Cl)c2)on1)N1CCCCCC1	1%	1%	-2%	-15%	22%	-4%	1	-11%	12%
COc1cc(C2CC(=O)Oc3c(C(CCN4CCOCC4)c4ccc(N(C)C)cc4)c(OC)cc(OC)c32)cc(OC)c1OC (stereo not drawn)	-2%&1%	3%&-2%	-7%	-7%	-11%&0%	2%	5	-52%&-5%	-5%&-4%
Cc1oc(CC(C)C)cc1C(=O)Nc1ccc(C(=O)O)cc1	4%	0%	0%	-16%	12%[57.1 µM]	0%	-9	6%	6%
COc1ccc(CCC(=O)NNC(=O)Nc2ccccc2Cl)cc1	-1%	0%	2%	-15%	24%	3%	-9	27%	3%
CCCCCCn1c(CN2CCCCC2CC)nc2c1c(=O)n(C)c(=O)n2C (stereo not drawn)	-6%	0%	5%	8%	10%[57.1 µM]	-7%	-9	4%	1%[57.1 µM]
CCc1ccc(OCCNC(=O)c2ccc(S(=O)(=O)N(C)C)cc2)cc1	-3%	1%	1%	-19%	16%	-7%	4	-18%	5%
CN(C(=O)COC(=O)CNC(=O)c1ccc(Cl)cc1Cl)c1ccccc1	1%	4%	12%	-3%	17%[57.1 µM]	-13%	-15	2%	13%
O=C(CN1C(=O)S/C(=C\c2ccc(Cl)cc2)C1=O)NNC(=O)c1ccccc1O	-2%	-6%	-1%	-2%	5%	-8%	-15	?	-14%
COc1ccc(CCNC(=O)C2CCCN(c3ncnc4c3nc3n4CCCCC3)C2)c(OC)c1 (stereo not drawn)	-2%	0%	12%	-6%	?	2%	0	26%	-19%
NC(=O)OCC(COC(N)=O)c1ccccc1	1%&-2%&-2%&-3%&-3%	-1%&5%	-7%&-6%	20%&-28%	0%[57.1 µM]	4%&-2%	-3&-7	-9%[56.9 µM]	2%[57.1 µM]
Cc1ccc(/C=C/c2onc(C)c2S(=O)(=O)N2CCC(C(=O)NCc3ccc(C)o3)CC2)cc1	1%	-3%	-8%	-12%	-17%[57.1 µM]	2%	-9	-15%	-9%[57.1 µM]
Cc1ccc(-c2cc(C(=O)Nc3ccc(S(=O)(=O)Nc4cc(C)on4)cc3)c3ccccc3n2)c(C)c1	-2%	-8%	1%	-11%	15%	2%	-5	10%	4%
Cc1nc2c3cc(F)ccc3n(CCN3CCCCC3)c2s1	-3%	-19%	28%	-13%	13%	8%	-1	21%	-4%
COc1ccccc1NC(=O)C1=C(C)Nc2nc(SCc3ccccc3Cl)nn2C1c1ccccn1 (stereo not drawn)	-3%	-1%	19%	-15%	2%	-6%	16	-22%	4%
Nc1ncnc2oc(-c3ccco3)c(-c3ccco3)c12	-3%	0%	6%	-6%	-43%[57.1 µM]	1%	7	?	48%[activator]
CCOc1ccccc1NC(=O)Nc1ccccc1OCc1cc(=O)n2ccccc2n1	-2%	5%	-6%	-4%	1%[57.1 µM]	0%	-1	7%	-4%[57.1 µM]
COc1ccc(N(CC(=O)Nc2ccccc2OC)S(=O)(=O)c2ccc(OC)c(OC)c2)cc1	-2%	-17%	0%	-7%	41%[activator]	-1%	-9	29%	-2%
O=C(/C=C/c1ccc(-c2cccc([N+](=O)[O-])c2)o1)N1CCOCC1	4%	-8%	2%	-10%	-11%[57.1 µM]	11%	-3	-48%	4%[57.1 µM]
O=C(NCCN1CCN(Cc2ccccc2)CC1)c1cc2c(=O)[nH]c3ccccc3c2s1	-3%	0%	3%	-11%	22%	-11%	0	-18%	30%[activator]
Cc1ccc(S(=O)(=O)n2nc(C)c(C#N)c2N)cc1	0%	-1%	3%	-1%	11%	-7%	-1	?	-2%
Brc1c(CSc2nc3ccccc3s2)nc2ncccn12	-3%	-6%	6%	-4%	-21%	-14%	-2	-17%	27%
Cc1ccc(C)c(NC(=O)Cc2csc(-c3ccccc3)n2)c1	-2%	0%	-4%	0%	10%	4%	-5	-4%	3%
COc1cc(NS(=O)(=O)c2c(C)nc3sc(C)c(C)n3c2=O)cc(OC)c1	-3%	0%	9%	-14%	19%	8%	0	-11%	9%
CCc1nnc(NC(=O)CSc2nnc(CNC(=O)c3ccccc3F)n2C)s1	-2%	10%	0%	-19%	1%	0%	-13	-26%	-2%
CC(C)C(=O)Nc1nc(-c2ccc([N+](=O)[O-])cc2)cs1	9%	0%	-8%	-14%	-9%	-3%	-9	-13%	-10%
CCc1ccc(C(=O)CN2C(=O)NC3(CCOc4ccccc43)C2=O)s1 (stereo not drawn)	-4%	2%	6%	-21%	12%	-4%	0	7%	-6%
CCCCNC1c2ccccc2C(=O)N1Cc1ccccc1 (stereo not drawn)	-4%	1%	0%	-3%	-6%	-21%	-5	20%	-2%
CN(C(=O)CC1C(=O)NCCN1CC1CCCCC1)C1CCOCC1 (stereo not drawn)	4%	0%	-4%	-25%	-6%	4%	-1	-10%[56.9 µM]	11%
Brc1ccc(CN2CCN(c3ccccn3)CC2)s1	2%	0%	4%	-13%	-1%	-9%	-16	11%	3%

An excerpt. The share of hits here may be higher or lower than overall.
